Rv3671c inh: Rv3671c (M. tuberculosis) protease inhibition | P9WHR9 | inhibition, % at 5.96 µM | 320,000 tested, 0.048% active; in the data active = inhibition above about 38%;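 also: extracellular domain of Rv3671c used as enzyme; 0% = enzyme with DMSO and 100% = no enzyme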
Target sequence (P9WHR9 whole entry, looked up, the tested form may be a part): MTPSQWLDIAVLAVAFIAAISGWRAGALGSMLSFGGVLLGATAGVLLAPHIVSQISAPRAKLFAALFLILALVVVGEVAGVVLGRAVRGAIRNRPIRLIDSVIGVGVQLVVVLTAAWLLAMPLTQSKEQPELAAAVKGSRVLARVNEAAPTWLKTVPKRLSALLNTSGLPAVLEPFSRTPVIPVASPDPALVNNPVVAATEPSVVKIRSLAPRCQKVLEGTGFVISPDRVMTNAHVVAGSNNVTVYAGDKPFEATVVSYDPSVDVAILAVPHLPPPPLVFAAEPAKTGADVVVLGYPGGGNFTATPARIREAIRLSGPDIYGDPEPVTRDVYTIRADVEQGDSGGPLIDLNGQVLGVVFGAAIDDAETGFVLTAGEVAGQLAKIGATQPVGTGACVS
DUSP3 inh: DUSP3 (human) phosphatase inhibition; P51452; recombinant VHR phosphatase, pNPP absorbance; inhibition, % at 13.3 µM; 290,000 tested, 0.52% active; AID 1654; in the data active = inhibition above about 50%; also: some compounds called inactive have numbers as strong as hits
Target sequence (P51452 whole entry, looked up): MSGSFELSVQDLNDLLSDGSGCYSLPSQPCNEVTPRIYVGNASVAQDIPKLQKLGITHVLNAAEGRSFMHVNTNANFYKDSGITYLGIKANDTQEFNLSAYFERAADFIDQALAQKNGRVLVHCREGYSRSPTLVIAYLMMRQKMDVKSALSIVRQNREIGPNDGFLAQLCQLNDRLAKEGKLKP
FadD28 FP inh: blocks FadD28 binding to the bisubstrate probe; 360,000 tested, 0.22% active; fluorescence polarization; inhibition, % at 12.5 µM; in the data active = inhibition above about 8.5%, passing the limit was not always enough; inconclusive = no clear call, values can overlap the other calls
CCHFV vOTU inh: CCHFV vOTU protease inhibition. Pep-AMC fluorescence. inhibition, % at 11.5 µM. 370,000 tested, 0.55% active. AID 651958; also: 0% = vehicle wells with enzyme and 100% = no enzyme wells
BoNT-F LC inh: blocks Botulinum neurotoxin F light chain protease. Multiplex microsphere protease cleavage assay, flow cytometry. inhibition, % at 10 µM. 360,000 tested, 0.22% active; in the data active = inhibition above about 35%, passing the limit was not always enough; inconclusive = no clear call, values can overlap the other calls; also: plate controls were buffer without enzyme for full effect and enzyme alone for no effect
Mtb BioA inh: inhibitors of Mycobacterium tuberculosis BioA enzyme. purified M. tuberculosis BioA enzyme, plate reader. 360,000 tested, 0.096% active. inhibition, % at 9.99 µM. AID 602481; in the data active = inhibition above about 40%; inconclusive = no clear call, values can overlap the other calls
UGM FP inh: blocks M. tuberculosis UGM enzyme; purified UGM, fluorescence polarization probe displacement; P9WIQ1; 320,000 tested, 0.06% active; inhibition, % at 10 µM; in the data active = inhibition above about 10%, passing the limit was not always enough; inconclusive = no clear call, values can overlap the other calls
Target sequence (P9WIQ1 whole entry, looked up): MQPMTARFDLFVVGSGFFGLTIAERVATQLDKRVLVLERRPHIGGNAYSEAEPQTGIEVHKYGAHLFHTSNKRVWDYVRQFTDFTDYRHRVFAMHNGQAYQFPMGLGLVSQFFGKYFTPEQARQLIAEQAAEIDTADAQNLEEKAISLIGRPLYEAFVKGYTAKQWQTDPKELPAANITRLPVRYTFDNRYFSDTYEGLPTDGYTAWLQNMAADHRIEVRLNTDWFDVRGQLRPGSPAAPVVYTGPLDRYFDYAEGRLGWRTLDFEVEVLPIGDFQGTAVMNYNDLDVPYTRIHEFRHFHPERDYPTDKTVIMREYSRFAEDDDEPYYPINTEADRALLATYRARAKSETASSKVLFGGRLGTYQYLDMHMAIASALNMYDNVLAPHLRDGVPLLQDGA
Mtb FBA inh: inhibits M. tuberculosis FBA enzyme; AID 588726; inhibition, % at 1 µM; P9WQA3; 360,000 tested, 2.3% active; purified M. tuberculosis FBA, fluorescence read-out; in the data active = inhibition above about 27%;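 also: 0% = vehicle and 100% = reference inhibitor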
GDH-TPI counter: GDH-TPI coupled enzyme inhibition counter-screen. inhibition, % at 4.8 µM. 360,000 tested, 1.2% active. GDH-TPI coupled enzyme counterscreen, NADH absorbance;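 also: 0% = DMSO wells and 100% = wells lacking the enzyme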
MazEF act: increases E. coli MazEF RNase cleavage of RNA; 350,000 tested, 0.32% active; P0AE70; AID 504720; activation, % at 20 µM; FAM/BHQ RNA-DNA oligo cleavage fluorescence, 5 h; in the data active = activation above about 50%
Numbers without * were called inactive; ? = inconclusive; nt = no result given; & = joins results of further samples. Rule as the data show it, unless noted: active = inhibition above about 30%; inactive = the rest.

Structure,Rv3671c inh,DUSP3 inh,FadD28 FP inh,CCHFV vOTU inh,BoNT-F LC inh,Mtb BioA inh,UGM FP inh,Mtb FBA inh,GDH-TPI counter,MazEF act
CCOC(=O)C1=C(C)NC2=C(C(=O)C(C(=O)OC)C(C)C2)C1c1ccc(OC)c(O)c1 (centres undefined),5,23,-6.4,-8,0,-0.1,0.9,0,13,1
CCCc1cc(=O)oc2c(C)c(OC(C)C(=O)NCCN3CCOCC3)ccc12 (centres undefined),0,-9,0.1,14,-8,0.3,-3.4,17,4,13
COC(=O)c1cc(-c2ccccc2)nc2nc(SC)[nH]c(=O)c12,-4,-2,nt,-36,-12,-0.5,6.2,17,19,3
CCN(CC)C(=O)CCSc1nnc(-c2ccco2)o1,-3,22,-4.8,4,-8,nt,-0.1,2,4,3
S=C(Nc1ccccn1)NC1CCCC1,2,17,-4.1,-4,-1,nt,0.2,1,-1,-2
O=C1COc2ccc3ccccc3c2CN1,-7,5,-0.6,1,12,-0.9,-2.2,0,4,-1
O=C1NC(c2ccccc2)=N/C1=C/c1ccco1,-1,-10,-1.1,5,-4,nt,1.2,-3,17,2
C=CCc1cccc(CNc2nc3ccccc3n2CCC)c1O,5,0,-1.6,13,-1,-2.2,1.2,-1,-2,-1
Cc1nnc(SCc2cc(=O)[nH]c(N3CCN(C)CC3)n2)s1,-3,21,-2.3,-17,-7,1.6,0.7,-2,-3,-4
Cc1cc(OC(=O)c2ccccc2Br)cc(=O)n1C,8,24,-1.0,18,-1,-1.1,-0.3,0,3,1
O=C(O)C1C2C=CC(O2)C1C(=O)NCCc1cccc(Cl)c1 (centres undefined),-2,26,-0.2,-10,-5,-0.6,-0.4,3,2,2
COc1ccc(CC(=O)OCc2csc(CC(=O)Nc3ccc(C)cc3)n2)cc1,-9,nt,-2.8,-6,-2,0.1,3.4,0,1,-6
CCc1nc(N)nc(N)c1-c1ccc(N(C)Cc2ccccc2)c([N+](=O)[O-])c1,nt,nt,-1.4,-7,-9,nt,nt,-5,0,7
CC(=O)Nc1ccc(NC(=O)CCNS(=O)(=O)c2cccc3nsnc23)cc1,2,22,-1.4,nt,-15,nt,-0.3,3,-1,-4
O=C(C1CC(=O)N(C2CCCC2)C1)N1CCN(c2ccccc2F)CC1 (centres undefined),0,25,-0.9,5,2,2.2,-0.1,2,11,4
CC(NCC(=O)NC(=O)NC1CCCC1)c1ccc(Cl)cc1Cl (centres undefined),4,nt,-6.2,5,-11,0.8,-0.1,-1,-2,1
COCCN(C(=O)c1ccccc1F)c1nnc(-c2ccc(OC)cc2)s1,-13,30,-1.9,-12,7,2.5,0.0,1,12,-25
O=C(N/N=C/c1cccc([N+](=O)[O-])c1)c1cccc(Br)c1,1,10,-2.9,-11,-3,nt,1.0,-3,-6,9
O=C(Nc1ccccc1)c1c(O)[nH]c(=O)[nH]c1=O,3,nt,-1.4,-1,0,-2.6,1.0,2,3,1
CCc1cc(/C(Cc2ccccn2)=N\Nc2ccccc2)c(O)cc1O,17,30,-1.2,-3,-2,nt,-1.5,3,9,6
O=C(CCc1nnc(C2CCCCC2)o1)NCCCOc1cccnc1,-6,31,-4.5,0,-6,nt,1.3,-2,-2,0
O=C(c1ccccc1-c1nc(-c2ccc(F)cc2)no1)N1CCCC1,-5,17,-0.5,4,-8,-0.7,0.1,1,-2,-11
COc1ccc(-c2ccnc(-c3ccc(O)cc3)n2)cc1,-5,22,0.8,2,-4,nt,-1.2,1,5,7
Cc1cc(C)c(Nc2ncnc(N)n2)c(C)c1,7,36,-0.3,0,1,-0.1,-3.6,-1,-7,-18
COCCCNC(=O)CCCn1c(=O)c2ccccc2n(Cc2cccc([N+](=O)[O-])c2)c1=O,4,6,-1.5,-11,-10,0.4,-1.7,2,7,10

Whole records, looked up by structure.
Record of CCOC(=O)C1=C(C)NC2=C(C(=O)C(C(=O)OC)C(C)C2)C1c1ccc(OC)c(O)c1 (centres undefined) : Rv3671c inh = 5; DUSP3 inh = 23; FadD28 FP inh = -6.4; CCHFV vOTU inh = -8; BoNT-F LC inh = 0; Mtb BioA inh = -0.1; UGM FP inh = 0.9; Mtb FBA inh = 0; GDH-TPI counter = 13; MazEF act = 1
Record of CCc1cc(/C(Cc2ccccn2)=N\Nc2ccccc2)c(O)cc1O : Rv3671c inh = 17; DUSP3 inh = 30; FadD28 FP inh = -1.2; CCHFV vOTU inh = -3; BoNT-F LC inh = -2; Mtb BioA inh = nt; UGM FP inh = -1.5; Mtb FBA inh = 3; GDH-TPI counter = 9; MazEF act = 6

(more compounds)
Structure,Rv3671c inh,DUSP3 inh,FadD28 FP inh,CCHFV vOTU inh,BoNT-F LC inh,Mtb BioA inh,UGM FP inh,Mtb FBA inh,GDH-TPI counter,MazEF act
O=C(Cc1ncc(C(F)(F)F)cc1Cl)NNc1cccc(F)n1,3,34,-0.7,-6,-10,nt,-1.2,-3,2,15
CC(C)NC(=O)CSCc1c(Cl)cccc1Cl,-3,2,-4.1,7,?,-0.2,0.6,-7,0,-3
CC/C=C/C(=O)N1CC2(CC(c3cccc(NC(=O)c4ccccc4)c3)=NO2)C[C@@H]1C(N)=O (some centres undefined),-8,-1,-1.9,8,-5,7.6,3.6,3,-3,6
CCOc1cc(/C=C2\CN(CC)C/C(=C\c3ccc(O)c(OCC)c3)C2=O)ccc1O,5,-11,-0.9,7,-3,2.4,-1.2,-12,7,-8
O=S1(=O)N[C@H](c2ccccc2)C[C@H](c2ccc(C(F)(F)F)cc2)O1,-5,24,1.7,10,-8,-1.8,-1.1,1,-2,2
O=C(COC(=O)c1cc(=O)[nH]c2ccccc12)NCc1cccc(Cl)c1,-6,nt,-2.0,-6,4,-2.4,-3.9,5,11,-1
C=CCN1N=C(/C=C/c2ccc(OC)cc2)CCC1=O,4,-9,-1.2,1,9,0.0,1.6,-1,34*,4
O=C1NC(=O)N(CC2CCCO2)C(=O)/C1=C/c1cccs1 (centres undefined),-14,1,-1.8,-12,?,nt,-4.0,-5,0,14
COc1nc(SC)nc(Cl)c1Cc1ccc(OC(C)C)cc1,6,7,-0.3,11,-5,nt,-1.6,-4,-4,-7
Cc1cccc2cc(CN(CCCO)C(=O)Nc3cccc(Cl)c3)c(=O)[nH]c12,-16,11,-3.6,-1,-5,1.4,0.0,1,17,1
O=C(CN1C(=O)c2ccccc2S1(=O)=O)N1CCc2ccccc21,-1,23,0.5,11,-2,-2.4,-0.5,1,2,6
O=C(N/N=C/c1ccccc1O)/C(=C/c1ccccc1)CCO,12,26,-1.2,-3,-13,0.9,1.0,0,16,-2
CCOC(=O)[C@H]1[C@H]2COc3ccc(C)cc3[C@@H]2N2C(=O)c3cc(C)ccc3NC(=O)[C@@]12C,-9,nt,-3.3,-4,-3,-0.1,-0.6,-2,1,8
O=C(NNc1nc2ccccc2s1)c1ccccc1F,4,35,1.1,-12,-7,-0.6,1.3,0,10,-8
CCc1ccc(OCc2cnc(Cl)s2)cc1,0,6,-1.0,-11,-4,nt,2.6,0,3,2
O=C(O)C1=C[C@H](c2cccs2)C[C@H](OCCCCO)O1,-1,19,-1.8,3,8,-0.3,1.6,7,12,-9
COc1ccc(S(=O)(=O)N2CCCCCC2)cc1C(=O)N(C)CC(=O)Nc1ccc(F)cc1,0,nt,-1.1,8,2,0.0,-5.2,3,18,-5
CC=C(CC)C1(CC)C(=O)NC(=S)NC1=O,nt,nt,-2.8,-3,2,nt,nt,1,-1,-2
CN(CCOc1ccccc1)CC(=O)Nc1ccc(Br)cc1F,-13,18,-2.3,3,1,-0.5,2.6,3,-5,-1
Cc1ccc(NC(=O)CSC2=NN3CCCC(=O)N=C3S2)cc1Cl,-9,-14,-2.8,6,17,-0.4,-0.7,-1,-4,-5
CNC[C@H]1Oc2cc(Br)ccc2S(=O)(=O)N([C@H](C)CO)C[C@H]1C,nt,nt,-1.5,-2,-11,-0.5&-2.5&-1.2,nt,1,0,7
C[C@@H]1CN([C@@H](C)CO)C(=O)CCCn2nncc2CO[C@H]1CN(C)C(=O)Nc1ccc(F)cc1,nt,nt,-1.3,-2,-3,-1.6&-0.2,nt,1,-11,-2
CN=c1sc(C(=O)Nc2ccccc2)c(C)n1C,1,-6,0.0,-6,-1,nt,-2.0,4,3,4
CCOc1ccc(OCC(=O)NCc2n[nH]c(=O)c3ccccc23)cc1,-10,nt,0.1,-8,-6,-0.1,2.9,1,3,2
O=C(CN1c2cccc3cccc(c23)S1(=O)=O)Nc1ccccc1F,-5,-27,0.2,-11,-1,-1.1,0.9,5,1,2

(more compounds)
Structure,Rv3671c inh,DUSP3 inh,FadD28 FP inh,CCHFV vOTU inh,BoNT-F LC inh,Mtb BioA inh,UGM FP inh,Mtb FBA inh,GDH-TPI counter,MazEF act
CCCN(C(=O)C1CCN(S(=O)(=O)c2ccc(OC)c(OC)c2)CC1)C1CCS(=O)(=O)C1 (centres undefined),-6,nt,-0.8,-4,1,1.5,-0.5,-2,3,1
Cc1cc(Cl)c(S(=O)(=O)NCc2ccccc2)cc1OCC(N)=O,-7,-10,-3.8,0,2,1.2,1.0,2,6,9
Cc1ccc2nc(/N=C(\N)NC(=O)N3c4ccccc4Sc4ccccc43)nc(C)c2c1,-11,-10,0.5,-12,-6,-1.1,1.4,-2,5,-23
CC(C)(C)OC(=O)N[C@@H](/C=C/c1ccccc1)C(=O)OC(C)(C)C,-1,nt,-0.9,6,4,-1.1,3.4,3,9,8
CS(=O)(=O)N(Cc1ccccc1)c1ccccn1,0,-6,-0.4,-12,-14,-1.3,-0.3,0,-3,4
Cc1ccc(/C=N/NC(=O)c2ccncc2)cc1,3,-3,-2.6,-2,?,-1.7,-1.8,-2,1,3
COc1cccc(-c2nnn(CC(=O)N3CCCCC3)n2)c1,-13,0,-4.1,-8,?,6.3,-1.1,1,-8,0
O=C(N/N=C/c1ccc(Br)s1)c1ccccc1[N+](=O)[O-],-2,36,-9.1,-8,1,1.9,3.6,-3,38*,0
CC(=O)Nc1ccc(S(=O)(=O)N2CCN(CC(O)COc3ccc4ccccc4c3)CC2)cc1 (centres undefined),-6,13,-3.8,-9,2,0.0,-0.5,0,-8,2
COc1ccc(C(=O)C(C)[n+]2ccc(C)c3ccccc32)cc1[N+](=O)[O-] (centres undefined),-9,32,-2.1,2,?,-0.6,1.1,3,19,-7
O=C(CN(Cc1ccc(Br)cc1)S(=O)(=O)c1ccccc1)NCC1CCCO1 (centres undefined),5,6,-1.3,15,-1,-1.2,-1.0,4,2,12
Nc1ccccc1C(=O)N1CCCC1,-3,-11,-1.9,1,-4,-0.5,-0.4,0,-4,2
CCOc1ccc(N2CC(NC(=O)c3ccc4ccccc4c3)CC2=O)cc1 (centres undefined),-8,nt,-1.7,-4,7,nt,-2.6,3,7,-12
C/C(=N/NC(=O)CNC(=O)c1cccs1)c1ccc(Cl)cc1,5,-3,-1.5,5,-10,1.7,-0.9,3,8,-14
CCCCCCCC(=O)N1CCN(c2cc3c(cc2F)c(=O)c(C(=O)O)cn3CC)CC1,nt,-24,-1.4,-12,1,-0.9,-0.7,4,4,4
CN1C(C(=O)NCC2CC2)CC2Cn3c(nc4cc5ccccc5cc43)C21 (centres undefined),-2,15,-0.7,-1,-9,-0.1,-0.5,3,7,5
O=C(COc1cccc2ccccc12)Nc1ccc(Cl)cc1C(=O)O,-18,16,-11,29,-11,5.5,-1.2,7,-5,-4
N#CCOc1ccccc1/C=C/c1nc2ccccc2c(=O)[nH]1,-1,17,-1.6,-6,5,-0.3,-0.2,3,18,-5
COc1ccccc1CN1CC(C(=O)N(C)Cc2[nH]c3ccccc3c2C)CCC1=O (centres undefined),-6,10,-1.1,3,3,1.1,1.0,1,0,0
CN1C(=O)CC(N2CCN(c3ncccn3)CC2)C1=O (centres undefined),-1,8,-1.1,-3,-4,-0.7,-0.5,2,4,3
COc1cc(OC)cc(-c2nc(N)n[nH]2)c1,1,-30,-3.1,-10,1,2.5,-1.3,2,1,8
CC1CCN(CC(=O)N2CCc3ccccc32)CC1,-2,12,-4.0,-11,1,1.3,1.1,-1,-8,10

Assay outcomes deposited in PubChem BioAssay by several laboratories.
